Assay outcomes as filed in PubChem.
VP16 counter – VP16 counterscreen qHTS for inhibitors of ROR gamma transcriptional activity. Drosophila S2 Gal4-VP16 UAS-luciferase, luminescence, 20 h. Potency, µM (highest dose often 53.6 µM), without a hit: at the highest dose activity, negative = inhibition, actives largely listed as inhibitors. hit rate 3.5% among 310,000;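 further: Gal4-VP16 expression switched on by copper sulfate through the metallothionein promoter; potency means the concentration at half of the fitted maximal effect; on the % scale 0 is the no-effect control and ±100 the full control effect; nearly all actives have a fitted effect of over 50% in size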
Rab9 prom act – qHTS Assay for Rab9 Promoter Activators | Huh7 Rab9 promoter-luciferase reporter, luminescence, 24 h | Potency, µM (top dose mostly 9.22 µM), for the others: at the top dose activation, negative = inhibition, hits mostly activators | hit rate 2.8% among 320,000 | AID 485297, 2010; further: potency means the concentration at half of the fitted maximal effect; % of control where 0% means no effect; nearly all actives have a fitted effect of over 60% in size
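Huh7 cells stably carrying a Rab9 promoter-luciferase reporter, 1500 cells per well in OP-MEM I with 10% FBS, treated with compound 24 hours at 37C. Luciferase activity read by luminescence after 10 minutes with Amplite reagent.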
p53 reactivator – qHTS assay for re-activators of p53 using a Luc reporter | H1299 p53-A138V BP100-luciferase reporter, luminescence, 24 h | Potency, µM (series often up to 92.2 µM), for inactives: top-dose activity change, positive = activation, most hits filed as activators | hit rate 0.063% among 320,000; further: potency means the concentration at half of the fitted maximal effect; % of control where 0% means no effect; nearly all actives have a fitted effect of over 45% in size
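p53-null H1299 cells stably carrying temperature-sensitive p53-A138V and a BP100-luciferase reporter were pinned with compounds (4-point, 1:5 series) and held 24 hrs at 37 deg C. Luminescence was read 10 min after detection reagent.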
ELG1 genotoxic – qHTS screen for small molecules that induce genotoxicity in human embryonic kidney (HEK293T) cells expressing luciferase-tagged ELG1. HEK293T ELG1-luciferase reporter, luminescence, 16 h. Potency, µM (doses to about 46 µM), for inactives: top-dose activity change, positive = activation, hits mostly activators. hit rate 1.3% among 330,000; further: potency means the concentration at half of the fitted maximal effect; % of control where 0% means no effect; nearly all actives have a fitted effect of over 60% in size
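Reporter readout depends on ELG1 protein level, which increases with genetic stress. After 16 hr compound exposure at 37 °C, luciferase activity was quantified using ONE-Glo.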
PKM2 activator – qHTS Assay for Activators of Human Muscle isoform 2 Pyruvate Kinase | AID 1631, 2009 | Potency, µM (series often up to 57.5 µM), for the others: at the highest dose activation, hits mostly activators | hit rate 0.34% among 260,000 | Pyruvate kinase PKM (Homo sapiens), P14618 | purified PKM2, Kinase-Glo ATP luminescence, activation; response scale: 0% is enzyme alone, no compound; further: potency means the concentration at half of the fitted maximal effect; on the % scale 0 is the no-effect control and ±100 the full control effect; nearly all actives have a fitted effect of over 55% in size
Target sequence (P14618 whole entry, looked up, canonical isoform): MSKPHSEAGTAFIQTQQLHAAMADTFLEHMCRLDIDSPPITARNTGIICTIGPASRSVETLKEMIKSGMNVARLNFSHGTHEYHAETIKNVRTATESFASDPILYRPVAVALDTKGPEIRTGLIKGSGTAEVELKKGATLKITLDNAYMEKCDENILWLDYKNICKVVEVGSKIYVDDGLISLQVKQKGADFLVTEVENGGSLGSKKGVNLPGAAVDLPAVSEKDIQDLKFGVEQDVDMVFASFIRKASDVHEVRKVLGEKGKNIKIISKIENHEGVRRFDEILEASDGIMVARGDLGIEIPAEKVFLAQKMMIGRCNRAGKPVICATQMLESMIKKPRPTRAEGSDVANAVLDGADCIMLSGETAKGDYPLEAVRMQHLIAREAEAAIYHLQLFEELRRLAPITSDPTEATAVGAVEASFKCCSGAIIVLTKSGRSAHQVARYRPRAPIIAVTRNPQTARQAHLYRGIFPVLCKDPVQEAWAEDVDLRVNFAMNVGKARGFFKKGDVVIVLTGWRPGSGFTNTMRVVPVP
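Kinase-Glo luminescence reports ATP generated from ADP (0.1 mM) and PEP (0.5 mM) by purified hPK-M2 after 1 h at room temperature, pH 7.2 imidazole buffer; intermediate enzyme activity allows detecting inhibitors and activators.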
BRCA1 expr act – qHTS Assay to Identify Small Molecule Activators of BRCA1 Expression | Potency, µM (titrated, usually from 46.1 µM), for the others: at the top dose activation, most hits filed as activators | MCF7-BRCA1-FFLuc reporter, luminescence, 48 h; response scale: scaled: vehicle 0%, 10 µM genistein 100% | hit rate 1.1% among 380,000; further: potency means the concentration at half of the fitted maximal effect; nearly all actives have a fitted effect of over 80% in size; some results filed as inactive show a strong effect at the top dose
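First, MCF7-BRCA1-FFLuc cells (2000/well) attach for 2 h; next, compounds are pin-added and incubated 48 h at 37 °C; finally, luciferase reagent is added and luminescence read after 15 min.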
Giardia killer – Small Molecules that selectively kill Giardia lamblia: qHTS. AID 540267, 2011. Giardia lamblia trophozoite viability. hit rate 0.15% among 340,000. activity change, % at 7.66 µM, hits read low; in the data active means activity change below about -80%; inconclusive means between about -30% and that limit;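 further: parasites exposed to compound for two days anaerobically before the ATP read; on the % scale 0 is the no-effect control and ±100 the full control effect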
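Trophozoites 100 cells/well + cpd; 48 hrs, 37 deg C, anaerobic. ATPLite 1-Step added, 15-30 min RT, luminescence read (ATP-based viability).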
RORgamma inh – qHTS for inhibitors of ROR gamma transcriptional activity | Nuclear receptor ROR-gamma (Mus musculus), P51450 | Drosophila S2 Gal4-RORgamma UAS-luciferase reporter, 20 h | Potency, µM (titrated, usually from 53.6 µM), inactives show at the top dose activity change, negative = inhibition, actives largely listed as inhibitors | hit rate 5.4% among 310,000; further: potency means the concentration at half of the fitted maximal effect; on the % scale 0 is the no-effect control and ±100 the full control effect; nearly all actives have a fitted effect of over 60% in size
Target sequence (P51450 whole entry, looked up, the tested form may be a part): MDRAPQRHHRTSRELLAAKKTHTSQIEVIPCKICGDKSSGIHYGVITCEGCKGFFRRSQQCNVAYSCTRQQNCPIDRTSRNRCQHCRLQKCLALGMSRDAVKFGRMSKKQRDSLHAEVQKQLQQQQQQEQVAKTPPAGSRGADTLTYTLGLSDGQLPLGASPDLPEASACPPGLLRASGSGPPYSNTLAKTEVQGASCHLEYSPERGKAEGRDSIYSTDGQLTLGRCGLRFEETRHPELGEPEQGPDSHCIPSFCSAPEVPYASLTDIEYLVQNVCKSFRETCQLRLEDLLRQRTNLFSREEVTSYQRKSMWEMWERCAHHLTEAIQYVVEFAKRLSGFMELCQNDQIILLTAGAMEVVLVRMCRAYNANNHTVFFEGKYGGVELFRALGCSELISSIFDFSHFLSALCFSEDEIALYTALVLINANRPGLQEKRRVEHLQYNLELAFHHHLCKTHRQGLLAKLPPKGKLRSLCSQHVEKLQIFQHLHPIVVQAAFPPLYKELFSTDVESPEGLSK
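Stably transfected Drosophila Schneider cells are the test system, with ROR gamma fused to Gal4 and luciferase under UAS control; luminescence is read after 20 hr of 700 uM copper sulfate induction at ambient temperature.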
FLuc modulator – qHTS profiling assay for firefly luciferase inhibitor/activator using purifed enzyme and Km concentrations of substrates (counterscreen for miR-21 project) | hit rate 6.9% among 360,000 | Potency, µM (titrated, usually from 57.5 µM), for the others: top-dose activity change, negative = inhibition, most hits filed as inhibitors | AID 588342, 2011 | Luciferin 4-monooxygenase (Photinus pyralis), P08659 | purified FLuc, Km substrates, luminescence inhibition;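 further: potency means the concentration at half of the fitted maximal effect; plate controls were vehicle for no effect and reference inhibitor for full effect; nearly all actives have a fitted effect of over 55% in size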
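Purified P. pyralis luciferase, 10 nM final, with Km-level 10 uM D-luciferin and 10 uM ATP in 50 mM Tris acetate pH 7.5, 10 mM Mg acetate, 0.01% Tween-20, 0.05% BSA; 6-point qHTS titration about 60 µM downward; luminescence read.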
NPC1 prom act – qHTS Assay for NPC1 Promoter Activators; Huh7 NPC1 promoter luciferase reporter, 24 h; Potency, µM (top dose mostly 9.22 µM), for inactives: top-dose activation, usual class: activators; hit rate 2.4% among 320,000;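 further: potency means the concentration at half of the fitted maximal effect; % of control where 0% means no effect; nearly all actives have a fitted effect of over 60% in size; reporter is driven by a mutant NPC1 promoter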
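Luminescence from an NPC1 promoter-driven luciferase reporter in stably transfected Huh7 cells was measured after 24 h compound treatment at 37 °C, followed by 10 min ambient incubation with luciferase detection reagent.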
Menin MLL FP TR – qHTS Assay for Inhibitors Targeting the Menin-MLL Interaction in MLL Related Leukemias: Competition With Texas Red Labeled MLL-derived Mutant Peptide | O00255 | Menin + Texas Red MLL mutant peptide, fluorescence polarization | Potency, µM (doses to about 61.6 µM), for the others: at the highest dose FP activity change, negative = inhibition, most hits filed as inhibitors | hit rate 0.23% among 270,000; active means well fitted inhibition curve with a large enough effect in the polarisation, with a control signal flat, not every such curve was filed as active; inconclusive means small, poorly fitted or top-dose-only effect, or effect the other way, or a change in a side signal; inactive means no such curve, though single readings can be large or run the other way; the % refers to the polarisation; further: potency means the concentration at half of the fitted maximal effect; % of control where 0% means no effect; many of its hits are not listed in these tables
The depositor's hits bear a star; u = inconclusive; x = not tested or not shown; & = joins results of further samples; [ ] = dose if it differs, or a comment. Unless noted, the call rests on the fitted dose curve; in most records, active means well fitted curve in the direction sought with a large enough effect; inconclusive means small, poorly fitted or top-dose-only effect, or another doubt; inactive means no such curve, though single readings can be large; an effect the other way counts as inactive or inconclusive. A portion of the library; rates above refer to the full screens.

nr	smiles	PKM2 activator	NPC1 prom act	FLuc modulator	ELG1 genotoxic	Rab9 prom act	Menin MLL FP TR	p53 reactivator	BRCA1 expr act	Giardia killer	VP16 counter	RORgamma inh
1	Cc1cccc(NC(=O)CCSc2nncn2C)c1	-10%	-4%	-1%	4%	0%	5%	11%	19%	2	-3%	4%
2	O=C(NCc1ccccc1)c1cc(=O)c2ccccc2o1	-2%	-1%	0%	-5%	-1%	14%	-9%	-1%	-21	-1%	19%
3	COc1ccc(-n2c(CNC(=O)COc3ccc(Cl)cc3Cl)n[nH]c2=S)cc1	0%	-4%	u	1%	0%	-1%	1%	17%	-2	-4%	10µM*
4	CCCCC(=O)NC(c1cccs1)c1cc(Cl)c2cccnc2c1O (centres undefined)	1%	-31%[inhibitor]	-3%	17%	-30%	u	17%	-86%	10	3.5µM*	2.5µM*
5	COC(=O)C1=C(N)Oc2cc(C)n(CCN3CCOCC3)c(=O)c2C1c1cccnc1 (centres undefined)	-5%	-2%	4%	-1%	0%	-8%	8%	-5%	-3	-10%	u
6	COc1cc2nc(COc3ccc(C#N)cc3)n(CC#N)c(=O)c2cc1OC	2%	-4%	7%	0%	6%	5%	-18%	-11%	6	-12%	0%
7	CC1(C)CC(=O)C(C2=NC(C)(C)Cc3ccccc32)=C(O)C1	-1%	1%	-2%	0%	-3%	-1%	-1%	-2%	13	5%	6%
8	CN(C)c1cccc(C(=O)NC2CCCCCC2)c1	-11%	u	13µM*	18µM*	3.2µM*	-19%	u	10µM*	-23	8%	31%
9	CN(C)C(CNC(=O)c1ccc(S(=O)(=O)Nc2ccccc2F)cc1)c1ccccc1 (centres undefined)	-1%	-1%	-2%	-3%	5%	x	20%	-24%	-4	0%	25%
10	COC(=O)c1cccc(-c2ccc(/C=N/N3C(=O)C4C5C=CC(C6CC56)C4C3=O)o2)c1 (centres undefined)	0%	7%	u	-7%	1%	7%	-4%	28%	3	-7%	37%
11	C=CCn1c(C)c(C(C)=O)c(SC)nc1=S	3%	2%	-1%	0%	0%	-12%	1%	4%	15	0%	-36%
12	COc1ccc(OCC(=O)O/N=C(\N)c2ccc(OC)c(OC)c2)cc1	-3%	0%	-13%	-1%	0%	-2%	-11%	-6%	13	5%	30%
13	CC1CCCN(C(=O)C2CCN(Cc3ccc4c(c3)OCO4)CC2)C1 (centres undefined)	1%	2%	-1%	0%	-3%	-3%	-4%	14%	9	-2%	-13%
14	CC1(C)CC(NCc2ccc3c(c2)OCO3)CCO1 (centres undefined)	0%	-1%	0%	1%	6%	13%	1%	-1%	-12	1%	-1%
15	CC1CCN(S(=O)C23CC4CC(CC(C4)C2)C3)CC1 (centres undefined)	-4%	-1%	1%	-5%	-1%	u	-2%	-2%	-2	7%	-13%
16	CCOc1ccc(C(=O)N/N=C/c2cccc3cccnc23)cc1	-8%	-27%	6.7µM*	3%	-20%	-29%	5%	-89%[inhibitor]	25	2µM*	0.71µM*
17	CCOc1ccccc1NC(=O)c1cc(=O)c2ccccc2o1	-1%	23%	0%	1%	5%	-4%	-4%	-4%	30	-13%	-3%
18	COc1cc(C(=O)Nc2scc(-c3ccc(Br)cc3)c2C(=O)O)cc(OC)c1OC	x	-6%	-2%	-9%	7%	u	9%	1%	-4	1%	-14%
19	O=C(Nc1ccc(F)cc1)c1ccc(-n2ccnc2)nc1	-4%	1%	3%	-1%	0%	-6%	5%	2%	6	-6%	37%
20	O=C(CNC(=O)c1ccc(Br)cc1)N=Nc1c(O)[nH]c2ccc([N+](=O)[O-])cc12	3%	1%	5%	6%	2%	u	3%	-1%	1	-20%	22%

Brought forward from above: 2 compounds; new compounds follow.
nr	smiles	PKM2 activator	NPC1 prom act	FLuc modulator	ELG1 genotoxic	Rab9 prom act	Menin MLL FP TR	p53 reactivator	BRCA1 expr act	Giardia killer	VP16 counter	RORgamma inh
19	O=C(Nc1ccc(F)cc1)c1ccc(-n2ccnc2)nc1	-4%	1%	3%	-1%	0%	-6%	5%	2%	6	-6%	37%
20	O=C(CNC(=O)c1ccc(Br)cc1)N=Nc1c(O)[nH]c2ccc([N+](=O)[O-])cc12	3%	1%	5%	6%	2%	u	3%	-1%	1	-20%	22%
21	O=C(CC1NCCNC1=O)Nc1ccc2c(c1)OCO2 (centres undefined)	-7%	-1%	0%	-1%	12%	-2%	1%	15%	-2	4%	-16%
22	Cc1ccc(S(=O)(=O)NC2CCCCC2)c2nsnc12	1%	-1%	6%	0%	-6%	-6%	-5%	-10%	3	-7%	41%
23	FC(F)(F)c1ccccc1NC(=S)N1CCN(Cc2ccc3c(c2)OCO3)CC1	5%	-8%	-1%	-13%	-8%	-2%	-2%	-50%	-3	u	u
24	CS(=O)(=O)N(CC(=O)NC1CCCCC1)Cc1ccc(F)cc1	-2%	0%	0%	-1%	-4%	-2%	12%	0%	15	-7%	-3%
25	Cc1cc(C(=O)NC2CC(C)(C)Cc3c2cnn3-c2ccccc2)n(C)n1 (centres undefined)	x	0%	0%	-5%	-9%	x	2%	-29%	4	-14%	41%
26	Cc1cc(C)n(CC(=O)N/N=C/c2cccc([N+](=O)[O-])c2)n1	-8%	6%	-1%	0%	12%	6%	-4%	-5%	-3	-11%	-41%
27	CCN(CC)CCNC(=O)c1cc(-c2cccnc2)nc2ccc(S(=O)(=O)N3CCC(C)CC3)cc12	x	0%	0%	3%	-1%	x	7%	-5%	25	-2%	-2%
28	Cc1ccc(S(=O)(=O)NC(=O)COc2ccccc2)cc1	1%	-1%	0%	3%	2%	4%	-3%	1%	5	1%	32%
29	S=C(Nc1cccc(Cl)c1Cl)Nn1cnnc1	-15%	-2%	-19%	0%	-3%	9%	-13%	-17%	-13	u	-18%
30	CC1CCN(C(=O)c2ccc(S(=O)(=O)N(C)C)cc2)C(C)C1 (centres undefined)	0%	-1%	7%	2%	-1%	-1%	-2%	-9%	-13	9%	-12%
31	Cc1ccc(Cn2nnc3c(=O)n(CC(=O)NCc4ccc5c(c4)OCO5)cnc32)cc1	-6%	-6%	3%	1%	0%	-10%	4%	-71%	0	-2%	u
32	O=C1OC(Cc2ccccn2)C(O)=C1C1=NCCCCN1 (centres undefined)	-7%	2.2µM*	u	u	2.2µM*	3%	u	67%	-15	u	-43%
33	C/C(=N\NS(=O)(=O)c1ccc(Cl)c([N+](=O)[O-])c1)c1cc2ccccc2o1	0%	0%	1%	-2%	0%	u	4%	4%	12	1%	-29%
34	Cc1sc[n+](CC(=O)c2ccc(Br)cc2)c1C	x	-7%	2%	-3%[9.26 µM]	-1%	7%	-2%	-1%	0	-6%	-1%
35	COc1cc(NC(=O)Cn2c(=O)n(CC3CCCO3)c(=O)c3ccccc32)cc(OC)c1 (centres undefined)	x	0%	1%&5%	-3%	3%	0%	-6%	-1%&0%	22	-6%	42%
36	CN(C)S(=O)(=O)c1ccc(-n2cccc2)cc1	18%	-2%	4%	-5%	-1%	3%	9%	6%	17	5%[10 µM]	7%
37	CCN(CCCNC(=O)CNC(=O)c1nn(-c2ccc(OC)cc2)c(=O)c2ccccc12)c1cccc(C)c1	2%	-7%	-2%	-16%	4%	4%	-6%	-45%	8	-10%	36%
38	CC(C)N1CC(O)=C(c2nc3ccccc3[nH]2)C1=N	-17%	16%	19µM*	u	u	-4%	11%	8.9µM*	-6	-6%	-18%
39	CCOC(=O)Cn1c2ccc(F)cc2c2nc(C)sc21	-1%	-1%	5%	0%	2%	3%	0%	0%	6	5%	-3%
40	Cc1ccc(-c2nc(CN3CCCCC3c3cccc(F)c3)c(C)o2)o1 (centres undefined)	-1%	-5%	1%	-7%	-8%	-4%	2%	25%	3	8%	u
41	CCOCCOC(=O)COC(=O)c1ccccc1NC(=O)c1ccccc1	-8%	0%	-9%	2%	0%	10%	-14%	-22%	-1	-8%	6%
42	Cc1c(NS(=O)(=O)c2ccc(NCC3CCCO3)c([N+](=O)[O-])c2)c(=O)n(-c2ccccc2)n1C (centres undefined)	-6%	-6%	4%	-4%	-2%	1%	-7%	4%	20	-16%	-3%
43	Cc1cc(C[n+]2ccccc2)c2nsnc2c1	-18%	-18%	-1%	-4%	-30%	0%	6%	-68%	13	7%	0%
